BLM helicase inh = qHTS Assay for Inhibitors of Bloom's syndrome helicase (BLM) | RecQ-like DNA helicase BLM (Homo sapiens), P54132 | recombinant BLM DNA unwinding, fluorescence dequenching | Potency, µM (series often up to 56.1 µM), for inactives: top-dose activity change, negative = inhibition, most hits filed as inhibitors | hit rate 0.2% among 350,000;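 also: potency is read from the fitted curve at half-maximal effect; plate controls were vehicle for no effect and no enzyme for full effect; nearly all actives have a fitted effect of over 35% in size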
RXFP1 antag = qHTS Assay for Antagonists of the Relaxin Receptor RXFP1 | activity change, negative = inhibition, % at 57.5 µM | HEK293-RXFP1, relaxin-stimulated cAMP HTRF, 30 min; active compounds read low | hit rate 0.59% among 350,000 | Relaxin receptor 1 (Homo sapiens), Q9HBX9;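 active = activity change of -60% or lower, but not beyond a set lower limit; inconclusive = change between -60% and -40%, or beyond the set limit; inactive = change above -40%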; also: % is scaled to controls: 0 for no effect and ±100 for the full control effect
Apoferritin bind = qHTS Assay for Identification of Novel General Anesthetics; hit rate 0.074% among 350,000; AID 485281, 2010; Potency, µM (highest dose often 77.5 µM), for the others: at the top dose activity change, negative = displacement, usual class: inhibitors; Ferritin light chain (Equus caballus), P02791; apoferritin/1-aminoanthracene competitive binding, fluorescence; also: potency is read from the fitted curve at half-maximal effect; % is scaled to controls: 0 for no effect and ±100 for the full control effect; nearly all actives have a fitted effect of over 20% in size
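10 uM apoferritin + 50% sat. 1-AMA, PBS; cpd 10 min RT; Ex380/Em535 endpoint; normalized to free probe vs complex; 4-param Hill fit; propofol titration as pos. ctrl.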
Pol eta inh = qHTS for Inhibitors of Polymerase Eta; recombinant Pol eta, fluorescent DNA replication assay; Potency, µM (doses to about 114 µM), for inactives: top-dose activity change, negative = inhibition, usual class: inhibitors; hit rate 1.2% among 390,000; AID 588591, 2011; also: potency is read from the fitted curve at half-maximal effect; % is scaled to controls: 0 for no effect and ±100 for the full control effect
Target sequence (Q9Y253 whole entry, looked up): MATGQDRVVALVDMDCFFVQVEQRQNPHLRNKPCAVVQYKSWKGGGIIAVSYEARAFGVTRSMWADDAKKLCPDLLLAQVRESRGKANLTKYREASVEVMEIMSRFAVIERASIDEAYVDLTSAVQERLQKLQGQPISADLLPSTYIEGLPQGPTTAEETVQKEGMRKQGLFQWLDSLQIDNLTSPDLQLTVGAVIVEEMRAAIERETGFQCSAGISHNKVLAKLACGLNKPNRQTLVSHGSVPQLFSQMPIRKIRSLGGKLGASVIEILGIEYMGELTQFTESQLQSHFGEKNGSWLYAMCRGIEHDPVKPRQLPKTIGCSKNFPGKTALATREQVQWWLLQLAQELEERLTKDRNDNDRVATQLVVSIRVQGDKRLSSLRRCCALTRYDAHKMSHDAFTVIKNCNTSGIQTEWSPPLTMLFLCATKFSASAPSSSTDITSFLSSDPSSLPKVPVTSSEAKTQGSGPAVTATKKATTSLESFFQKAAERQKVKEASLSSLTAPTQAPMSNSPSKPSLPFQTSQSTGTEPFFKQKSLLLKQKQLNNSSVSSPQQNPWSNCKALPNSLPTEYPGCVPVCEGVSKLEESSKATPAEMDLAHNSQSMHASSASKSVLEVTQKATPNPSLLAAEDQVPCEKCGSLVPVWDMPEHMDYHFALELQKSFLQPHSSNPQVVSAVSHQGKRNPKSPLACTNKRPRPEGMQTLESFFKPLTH
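Pol eta at 10 nM preincubated with compounds 15 min at room temperature; reaction started with fluorescent substrate (50 nM final) and read kinetically at 0 and 10 min.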
Pol iota inh = qHTS for Inhibitors of Polymerase Iota. hit rate 1% among 390,000. Pol iota fluorescent replication assay, 10 min. DNA polymerase iota (Homo sapiens), Q9UNA4. Potency, µM (titrated, usually from 115 µM), for inactives: at the top dose activity, negative = inhibition, usual class: inhibitors; also: potency is read from the fitted curve at half-maximal effect
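Pol iota at 10 nM preincubated 15 min with compounds at room temperature; reaction started with fluorescent substrate, 50 nM final. Fluorescence read kinetically at 0 and 10 min; buffer-only wells as negative control.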
POLK inh = qHTS for Inhibitors of Polymerase Kappa. purified Pol kappa, fluorescent DNA synthesis assay, 10 min. Potency, µM (highest dose often 107 µM), for the others: at the top dose activity, negative = inhibition, most hits filed as inhibitors. hit rate 0.53% among 400,000; also: potency is read from the fitted curve at half-maximal effect; % is scaled to controls: 0 for no effect and ±100 for the full control effect
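Here, compound and 10 nM enzyme are combined for 15 min at room temperature; adding 50 nM substrate (final) starts DNA synthesis, tracked by fluorescence at 0 and 10 min against buffer-only wells.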
APEX1 inh = qHTS Assay for Inhibitors of the Human Apurinic/apyrimidinic Endonuclease 1 (APE1); DNA repair nuclease/redox regulator APEX1 (Homo sapiens), P27695; Potency, µM (top dose mostly 65.8 µM), without a hit: at the top dose activity change, negative = inhibition, most hits filed as inhibitors; recombinant APE1, TAMRA/BHQ-2 abasic DNA cleavage fluorescence; hit rate 0.35% among 350,000; AID 2517, 2012;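 also: potency is read from the fitted curve at half-maximal effect; plate controls were vehicle for no effect and reference inhibitor for full effect; nearly all actives have a fitted effect of over 55% in size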
Target sequence (P27695 whole entry, looked up): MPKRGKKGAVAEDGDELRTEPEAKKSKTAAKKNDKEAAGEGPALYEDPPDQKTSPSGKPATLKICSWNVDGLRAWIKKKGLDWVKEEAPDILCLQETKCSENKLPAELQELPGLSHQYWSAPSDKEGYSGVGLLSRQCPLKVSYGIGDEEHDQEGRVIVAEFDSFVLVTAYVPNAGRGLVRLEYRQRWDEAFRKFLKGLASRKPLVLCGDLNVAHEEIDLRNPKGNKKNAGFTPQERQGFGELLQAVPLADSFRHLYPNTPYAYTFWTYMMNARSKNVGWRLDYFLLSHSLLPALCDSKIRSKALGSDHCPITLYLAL
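Activity was derived from the fluorescence gain between first and third kinetic reads (60 s intervals, ex 525/em 598 nm) after 50 nM THF-abasic TAMRA/BHQ-2 duplex was added to 0.75 nM APE1 preincubated 15 min with compound.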
POLB inh = qHTS Assay for Inhibitors of DNA Polymerase Beta; P06746; Pol beta primer extension/strand displacement, fluorescence kinetic; Potency, µM (top dose mostly 114 µM), for inactives: at the top dose activity change, negative = inhibition, actives largely listed as inhibitors; hit rate 1.3% among 340,000; also: potency is read from the fitted curve at half-maximal effect; % is scaled to controls: 0 for no effect and ±100 for the full control effect
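Values derive from four-parameter Hill fits of normalized kinetic data: reads at 0 and 10 min following addition of 50 nM substrate to 10 nM Pol beta preincubated 15 min with compound.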
Tb PGK inh = qHTS Assay to Find Inhibitors of Phosphoglycerate Kinase | Phosphoglycerate kinase, glycosomal (Trypanosoma brucei brucei), P07378 | PGK/GAPDH coupled, Kinase-Glo luminescence, 60 min | Potency, µM (highest dose often 57.5 µM), without a hit: at the top dose activity change, negative = inhibition, usual class: inhibitors | hit rate 0.043% among 380,000 | AID 602233, 2012; also: potency is read from the fitted curve at half-maximal effect; % is scaled to controls: 0 for no effect and ±100 for the full control effect; nearly all actives have a fitted effect of over 60% in size
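Luminescent ATP detection (Kinase-Glo Plus) follows a 60-minute room-temperature incubation, with wells lacking PGK as controls. Buffer: 100 mM TEA (pH 7.6), 5 mM MgCl2, 0.01% Tween-20. Coupling enzyme GAPDH (100 nM final) supplies unstable 1,3-BPG in-well.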
The depositor's hits bear a star; i = inactive; ? = inconclusive; / = no result given; [ ] = remark or other dose. Unless noted, calls follow the shape of the dose curve; as a rule, active = well fitted curve in the direction sought with a large enough effect; inconclusive = small, poorly fitted or top-dose-only effect, or another doubt; inactive = no such curve, though single readings can be large; an effect the other way counts as inactive or inconclusive. An excerpt; count on the stated rates, not on these rows.

molecule	BLM helicase inh	RXFP1 antag	Apoferritin bind	Pol eta inh	Pol iota inh	POLK inh	APEX1 inh	POLB inh	Tb PGK inh
CC(=O)NC1CCN(C(=O)N2CCCC2)CC1	-2.0%	0.6	-4.2%	-7.4%	28.0%	-2.2%	-2.4%	0.3%	-3.5%
COc1ccc(CN2CCCC(C(=O)N3CCCC3)C2)cc1 (stereo not drawn)	1.8%	-10.1	-13.7%	-0.5%	19.7%	-2.9%	14.8%	32.9%	-7.6%
Cc1ccccc1-c1nnc(SCC(=O)c2c(N)n(C3CC3)c(=O)[nH]c2=O)o1	/	9.6	/	-1.4%	-8.2%	-1.5%	16.8%	/	-1.7%
Cc1cc(=O)oc2cc(OC(C)C(=O)Nc3ccc(N4CCOCC4)cc3)ccc12 (stereo not drawn)	-5.7%	8.6	-4.9%	-13.4%	31.1%[activator]	-6.6%	1.4%	-16.9%	-3.7%
COc1ccc(OC)c(C2C(C(=O)Nc3ccccc3OC)=C(C)Nc3c(C(=O)Nc4ccc(F)cc4)cnn32)c1 (stereo not drawn)	-5.4%	-14.0	90.9%[activator]	-19.8%	-13.5%	2.9%	/	-1.1%	-6.7%
O=C(Nc1ncccn1)C1CCCCC1	-3.4%	0.8	-3.0%	-3.3%	10.5%	0.9%	-4.5%	15.5%	10.8%
COCCn1c(Cc2ccccc2)nnc1SCC(=O)N1CCCCC1C (stereo not drawn)	-3.6%	-15.2	-4.8%	7.3%	6.4%	-2.2%	13.5%	3.4%	-9.3%
O=C(CCSc1ccc(Cl)cc1)N1CCOCC1	-0.3%	0.1	-3.0%	0.4%	8.4%	-1.4%	-0.6%	-24.5%	i
CCNC(=S)NNC(=O)c1cccnc1	4.8%	38.3	-1.9%	-10.1%	-2.2%	-5.9%	0.6%	18.9%	/
CCOC(=O)N1CCN(S(=O)(=O)N2CCCC(C(=O)NCCc3ccccc3)C2)CC1 (stereo not drawn)	-2.0%	0.1	-3.9%	-9.6%	-1.6%	-1.0%	-3.3%	30.7%	6.4%
Cc1[nH]c2ccccc2c1C(=O)COC(=O)c1ccccc1O	/	-19.8	/	-10.4%	54.9%[activator]	-12.6%	26.0%	/	9.6%
N/C(=N\OC(=O)c1ccoc1)c1ccc(Br)cc1	-0.5%	1.6	-3.3%	0.1%	41.5%[activator]	6.6%	2.5%	81.8%	6.5%
Cc1sc2ncn(CC(=O)Nc3ccc(C(F)(F)F)cc3)c(=O)c2c1S(=O)(=O)N1CCN(C)CC1	-5.1%	-4.4	-22.0%	-26.9%	20.0%	-0.1%	/	10.5%	9.4%
Cc1cc(C(F)(F)F)n2ncc(-c3ccccc3)c2n1	3.1%	-0.6	-7.1%	-9.3%	12.1%	-0.5%	-3.1%	-1.6%	15.0%
Cc1ccc(N/C=C2\CCCCC2=O)c(C)c1	-1.0%	3.7	-11.2%	-7.8%	57.6%[activator]	-12.0%	21.1%	-3.1%	-6.8%
CCSc1nnc(NC(=O)C(C)(C)C)s1	3.2%	-0.3	-20.6%	0.7%	-24.4%[58.9 µM]	-6.6%	1.1%	7.7%	-3.1%
O=C(CNC(=O)c1ccccc1Cl)N/N=C/c1ccc2c(c1)OCO2	0.4%	-3.4	?	-22.3%	19.3%	4.2%	-1.8%	1.8%	5.0%
COc1ccc(C(C(=O)NC(C)(C)C)N(Cc2cccnc2)C(=O)CCC(=O)Nc2cc(C)on2)cc1 (stereo not drawn)	2.9%	-6.9	-8.1%	-20.8%	133.1%[activator]	1.6%	7.7%	45.7%	i
COc1ccc(NC(=O)C2CC(c3c(F)cccc3Cl)=NO2)cc1 (stereo not drawn)	-9.7%	1.9	-14.6%	-6.0%	8.9%	-6.5%	30.2%	26.9%	-9.7%
CCOc1ccccc1NC(=O)CCCN1C(=S)NC(C)(C)CC1C (stereo not drawn)	-0.6%	-9.7	-8.6%	-11.2%	113.6%[activator]	-4.8%	-0.5%	-2.2%	8.9%

An excerpt from above in order of their number in BLM helicase inh, high to low:
SMILES	BLM helicase inh
Cc1cc(C(F)(F)F)n2ncc(-c3ccccc3)c2n1	3.1%
COc1ccc(CN2CCCC(C(=O)N3CCCC3)C2)cc1 (stereo not drawn)	1.8%
O=C(Nc1ncccn1)C1CCCCC1	-3.4%

(more compounds)
molecule	BLM helicase inh	RXFP1 antag	Apoferritin bind	Pol eta inh	Pol iota inh	POLK inh	APEX1 inh	POLB inh	Tb PGK inh
C=C(C)c1cccc(C(C)(C)NC(=O)Nc2ccc(C(C)=O)cc2)c1	-8.4%	-12.5	?	-19.6%	5.9%	-12.4%	-7.6%	11.0%	-9.9%
Cc1ccc(O)c(C(=O)c2cnn(C(=O)COc3ccc(Cl)cc3)c2)c1	-9.9%	14.8	-7.3%	?	14.2%	-2.7%	5.7%	5.62µM*	1.8%
CCN(CC)CCCN1C(=O)C(O)=C(C(=O)c2sc(C)nc2C)C1c1ccc(C)o1 (stereo not drawn)	-0.4%	/	-22.1%	/	/	/	1.8%	11.8%	/
OCCC1CN(Cc2cccc(-c3ccco3)c2)CCN1Cc1ccsc1 (stereo not drawn)	-0.1%	-8.1	-13.5%	-6.3%	-19.0%	0.6%	-2.0%	-3.9%	/
CCOc1ccc2[nH]c3c(NCCCOC)ncnc3c2c1	-6.3%	-2.4	-3.5%	-17.1%	-13.4%	3.6%	14.6%	-1.8%	-2.3%
CCCC(C(=O)NC1CCCC1)N(CCN(CC)CC)C(=O)c1snc(C(N)=O)c1N (stereo not drawn)	-1.9%	-8.5	2.7%	-1.7%	-9.2%	3.1%	1.1%	88.8%	i
CNC(=O)CSc1nnc(-c2ccc3c(c2)OCO3)n1C	-1.1%	3.7	-3.5%	-11.4%	-7.0%	-6.1%	-0.6%	19.7%	i
O=C(c1cccc(Cl)c1)N1CCn2c1nc1ccccc12	-0.1%	-8.6	-5.9%	-2.5%	65.0%[activator]	-3.3%	-0.3%	0.2%	i
CCCn1c(N)c(N(CCOC)C(=O)c2cc3c(s2)CCCCC3)c(=O)[nH]c1=O	-0.7%	-13.8	-0.9%	-23.9%	25.8%	-6.7%	-7.1%	-3.4%	0.7%
C=CCNC(=S)N(CC)c1cccc2ccccc12	-7.4%	-4.7	-7.8%	-14.4%	73.3%[activator]	-12.5%	6.3%	28.5%	-3.9%
Clc1cc(Cl)cc(CN2CCSCC2)c1	-6.5%	-9.6	2.4%	-0.5%	-29.2%	-10.5%	0.8%	5.3%	1.7%
O=C(NC(NC1CCS(=O)(=O)C1)C(Cl)(Cl)Cl)c1ccc(Br)cc1 (stereo not drawn)	-2.8%	-1.9	-13.6%	-10.3%	11.4%	-9.1%	-3.2%	2.5%	6.8%
O=C(Nc1c2c(nc3c1CCC3)CCCC2)c1ccccn1	-0.4%	3.0	-2.2%	-15.1%	9.4%	-9.5%	4.3%	27.5%	i
Cc1cc(N2CCC(C(=O)Nc3ccc(Cl)cc3)CC2)n2nc(C)c(-c3ccc(Cl)cc3)c2n1	-1.6%	/	1.5%	-16.5%	10.6%	-2.8%	/	-20.3%	-3.6%
Cc1ccc(-c2nnn(CC(=O)NCCC3=CCCCC3)n2)cc1	-6.0%	3.5	-4.9%	2.4%	1.1%	-5.8%	-4.7%	-24.9%	i
CCCCN(C(=O)c1cccc(S(=O)(=O)N2CC(C)OC(C)C2)c1)c1c(N)n(CCCC)c(=O)[nH]c1=O (stereo not drawn)	-0.4%	5.2	-1.9%	4.8%	16.8%	-3.7%	16.5%	23.8%	-3.1%
CC1(C)Cc2c(c(N3CCCC3)[nH]c(=S)c2C#N)CO1	0.7%	/	-5.2%	/	/	/	14.4%	3.1%	/
C=CCNC(=O)NC(=O)c1csc([N+](=O)[O-])c1	0.4%	-1.5	5.9%	-9.9%	-3.6%[58.9 µM]	5.3%	20.3%	37.8%	-1.3%
COc1cc2c(cc1OC)CN(CC(=O)Nc1ccc(Cl)c(S(=O)(=O)N(C)C)c1)CC2	-3.9%	/	-7.3%	/	/	/	-0.8%	21.5%	/
COc1ccc(C(=O)N2CCCC(CNC(=O)c3ccccc3Cl)C2)o1 (stereo not drawn)	-0.1%	-4.5	-10.3%	-15.1%	-16.8%	-3.7%	-4.2%	?	-9.1%
O=C1CS(=O)CN1c1ccc(Oc2ccccc2)cc1 (stereo not drawn)	-5.3%	-0.1	-3.7%	-10.8%	38.5%	-2.7%	1.9%	-28.0%	-7.4%
CC[C@@]12C(=O)N(c3cccc(F)c3)C(=O)N1[C@H](c1ccc(F)cc1)[C@@H]1C(=O)N(C3CCCCC3)C(=O)[C@@H]12	-8.1%	/	-9.7%	-14.5%	-6.4%	-6.5%	-5.7%	50.5%	2.1%

Just POLK inh, for some of the entries so far:
Molecule | POLK inh
Cc1[nH]c2ccccc2c1C(=O)COC(=O)c1ccccc1O | -12.6%
C=CCNC(=O)NC(=O)c1csc([N+](=O)[O-])c1 | 5.3%
